BRCT inh green – BRCA1 BRCT-phosphoprotein interaction inhibition. Potency, µM (top dose mostly 76.9 µM), for inactives: top-dose activity change, negative = inhibition, most hits filed as inhibitors. AID 875. P38398. BRCA1 BRCT-phosphopeptide binding, green fluorescence polarization. hit rate 0.05% among 75,000;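 further: potency means the concentration at half of the fitted maximal effect; plate controls were peptide without protein for full effect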
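Compounds were incubated for 12 min at room temperature with a complex of 100 nM fluorescein-tagged pBACH1 decapeptide and 250 nM His-tagged BRCT protein. Buffer was phosphate pH 7.3 with EDTA, DTT and Tween 20. Disruption of binding lowers the polarization signal.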
Hsp90 Hop PPI – changes Hsp90-Hop TPR2A binding signal, up or down; AlphaScreen TPR2A-His6 binding biotin-Hsp90 C-terminal peptide; AID 595; Potency, µM (series often up to 57 µM), for inactives: at the highest dose activity change, negative = inhibition; hit rate 0.44% among 71,000; active means well fitted curve in either direction with a large enough effect; inconclusive means small, poorly fitted or top-dose-only effect, or another doubt; further: potency means the concentration at half of the fitted maximal effect; on the % scale 0 is the no-effect control and ±100 the full control effect; many of its hits are not listed in these tables
USP2a inh – inhibitors of human ubiquitin-specific protease USP2a; O75604; USP2a enzymatic assay, qHTS inhibition; Potency, µM (titrated, usually from 38.3 µM), for inactives: at the highest dose activity change, negative = inhibition, hits mostly inhibitors; hit rate 0.1% among 60,000; AID 927;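 further: potency means the concentration at half of the fitted maximal effect; nearly all actives have a fitted effect of over 60% in size; plate controls were DMSO for no effect and NEM full inhibition control for full effect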
Target sequence (O75604 whole entry, looked up): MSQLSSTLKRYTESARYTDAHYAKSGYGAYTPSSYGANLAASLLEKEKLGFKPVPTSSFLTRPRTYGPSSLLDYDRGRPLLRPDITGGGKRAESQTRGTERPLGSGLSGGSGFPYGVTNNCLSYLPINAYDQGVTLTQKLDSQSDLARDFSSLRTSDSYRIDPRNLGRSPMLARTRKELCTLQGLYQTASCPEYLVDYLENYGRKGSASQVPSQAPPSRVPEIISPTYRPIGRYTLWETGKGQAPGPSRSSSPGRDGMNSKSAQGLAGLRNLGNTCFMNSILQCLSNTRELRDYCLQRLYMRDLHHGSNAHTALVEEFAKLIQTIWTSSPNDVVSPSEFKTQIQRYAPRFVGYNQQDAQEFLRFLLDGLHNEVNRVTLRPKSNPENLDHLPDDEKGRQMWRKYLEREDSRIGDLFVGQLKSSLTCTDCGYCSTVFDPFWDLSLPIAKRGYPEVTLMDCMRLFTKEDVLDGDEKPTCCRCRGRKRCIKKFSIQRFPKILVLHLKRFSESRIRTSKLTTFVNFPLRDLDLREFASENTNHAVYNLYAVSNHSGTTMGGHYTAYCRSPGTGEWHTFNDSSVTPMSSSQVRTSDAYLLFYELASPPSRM
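USP2 core (20 nM final) was preincubated with compound for 30 min at RT in 20 mM Tris-HCl pH 8.0, 2 mM CaCl2, 2 mM beta-mercaptoethanol; Ub-PLA2 (20 nM) plus NBD C6-HPC (20 uM) then added, fluorescence read after 2.5 h.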
BRCT inh red – BRCT-phosphoprotein interaction inhibition (red fluorophore). AID 892. BRCT-phosphopeptide binding, red fluorescence polarization. Potency, µM (doses to about 76.9 µM), without a hit: top-dose activity change, negative = inhibition, hits mostly inhibitors. hit rate 0.03% among 75,000; further: on the % scale 0 is the no-effect control and ±100 the full control effect
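Fluorescence polarization: 100 nM His-tagged BRCA1 BRCT with 100 nM TAMRA-labelled phospho-BACH1 decapeptide, phosphate buffer pH 7.3 with 150 mM NaCl, DTT, 0.01% Tween 20; 12 min RT. Binding inhibition seen as FP decrease.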
HADH2 inh – blocks human hydroxyacyl-CoA dehydrogenase type II. Q99714. recombinant HADH2, NADH fluorescence, beta-hydroxybutyryl-CoA. hit rate 3.4% among 73,000. Potency, µM (doses to about 57.1 µM), for the others: at the highest dose activity change, negative = inhibition, actives largely listed as inhibitors; further: potency means the concentration at half of the fitted maximal effect; on the % scale 0 is the no-effect control and ±100 the full control effect; nearly all actives have a fitted effect of over 60% in size; many of its hits are not listed in these tables
Target sequence (Q99714 whole entry, looked up, one chain of several): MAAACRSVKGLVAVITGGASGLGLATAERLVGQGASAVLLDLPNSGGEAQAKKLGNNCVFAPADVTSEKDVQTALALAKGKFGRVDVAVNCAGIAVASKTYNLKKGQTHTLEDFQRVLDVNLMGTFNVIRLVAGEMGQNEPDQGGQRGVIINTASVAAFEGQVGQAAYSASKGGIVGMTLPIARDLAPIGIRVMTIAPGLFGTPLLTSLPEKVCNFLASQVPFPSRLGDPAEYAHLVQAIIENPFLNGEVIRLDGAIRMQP
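Activity measured as NADH fluorescence gain (360/450 nm), taken as the change between first and last reads of a 4-min kinetic run. Conditions: pH 9.0 Tris buffer, 20 nM E. coli-expressed His-tagged enzyme, 1 mM NAD+, 90 uM beta-hydroxybutyryl-CoA; 15-min compound preincubation.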
Pol III holo inh – blocks replication by bacterial DNA polymerase III holoenzyme; reconstituted DNA polymerase III holoenzyme replication, biochemical; hit rate 0.25% among 71,000; AID 603; Potency, µM (doses to about 57.1 µM), inactives show at the highest dose activity change, negative = inhibition; further: potency means the concentration at half of the fitted maximal effect; on the % scale 0 is the no-effect control and ±100 the full control effect
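Reconstituted *E. coli* holoenzyme (0.35 nM Pol III, 1 nM beta, 154 nM SSB, 2 nM primase) was preincubated with compound for 15 min at RT. Synthesis on 1.4 nM ssM13Gori ran 35 min, then was stopped with PicoGreen/EDTA and read as dsDNA fluorescence.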
ALOX15 inhib – 15-hLO (ALOX15) enzyme inhibition | P16050 | purified 15hLO-1, xylenol orange hydroperoxide absorbance | Potency, µM (titrated, usually from 57.1 µM), inactives show top-dose activity change, negative = inhibition, usual class: inhibitors | hit rate 1.4% among 74,000; further: potency means the concentration at half of the fitted maximal effect; on the % scale 0 is the no-effect control and ±100 the full control effect; nearly all actives have a fitted effect of over 55% in size
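Inhibition is scored from a chromogenic endpoint. After 15 min enzyme-compound contact, arachidonic acid (50 uM final) reacts 6 min with 40 nM 15hLO-1 at room temperature, then Fe-XO reagent is added for 30 min and absorbance ratio recorded.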
HBB splice mod – alters splicing of the hemoglobin beta chain; HBB splicing reporter cell assay, activation; EGFP reporter with mutant IVS2-654 intron; response scale: normalised to 500 nM splice-correcting PNA; Potency, µM (highest dose often 46.1 µM), for inactives: at the top dose activation, actives largely listed as activators; hit rate 0.06% among 65,000; AID 925; further: potency means the concentration at half of the fitted maximal effect; 0% is about no effect
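Compounds were applied for 2 days to HeLa EGFP-654 cells, 500/well in Optimem with 2% FCS. The reporter's EGFP is disrupted by mis-splicing of beta-globin intron IVS2-654. Readout: summed well GFP fluorescence from 488 nm laser scanning; reference was 500 nM antisense […] 654 PNA.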
UbGFP stabilizer – proteasome inhibitors stabilizing ubiquitin-GFP reporter | Potency, µM (titrated, usually from 45.9 µM), for the others: top-dose activation (GFP accumulation), actives largely listed as activators | 67,000 tested, under 10 active | Ubiquitin-GFP reporter cells, proteasome inhibition, GFP fluorescence; response scale: untreated = 0%, 10 µM MG-132 = 100% | AID 526; active means well fitted activation curve with a large enough effect, not every such curve was filed as active; inconclusive means small, poorly fitted or top-dose-only effect, or another doubt; inactive means no such curve, though single readings can be large or run the other way; further: potency means the concentration at half of the fitted maximal effect
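GFP accumulation read-out: laser plate cytometry counting ubiquitin(G76V)-GFP-expressing U2OS cells after 4 hr compound exposure at 37 °C. Titrations spanned 46 uM to 2.9 nM; 0% = basal, 100% = 10 uM MG-132; concentration-response curves fitted.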
GFP derepression – epigenetic modulators derepressing GFP locus in mouse cells; mouse C127i GFP locus derepression, cytometry, 30 h; Potency, µM (top dose mostly 46.1 µM), for the others: at the highest dose GFP derepression (activation); hit rate 0.09% among 68,000; further: % of control where 0% means no effect
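Locus derepression in mouse mammary C127i cells whose integrated CMV-GFP reporter is normally silent; GFP expression after 30 h compound treatment was quantified by counting fluorescent cells.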
CRE Fsk mod – CRE-bla signaling modulation under forskolin stimulation; CHO CRE-bla reporter (cAMP response element driving beta-lactamase), forskolin EC10, beta-lactamase ratio; Potency, µM (titrated, usually from 38.2 µM), without a hit: top-dose activity change, negative = inhibition, most hits filed as activators; hit rate 2.5% among 71,000; active means well fitted activation curve with a large enough effect in the signal ratio, with a control signal flat, not every such curve was filed as active; inconclusive means small, poorly fitted or top-dose-only effect, or effect the other way, or a change in a side signal; the % refers to the signal ratio; further: potency means the concentration at half of the fitted maximal effect; % of control where 0% means no effect
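Beta-lactamase reporter under a cAMP responsive element in CHO cells; compounds tested in titration series against EC10 NKH 477, 3 h at 37 °C. Read-out: CCF4 FRET ratio 460nm/530nm (excitation 405nm) giving %Activity, fitted to AC50.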
* marks the source's active call; other numbers are inactive results; ? = inconclusive; . = no result given; [ ] = dose if it differs, or a comment. Unless noted, the call rests on the fitted dose curve; in most records, active means well fitted curve in the direction sought with a large enough effect; inconclusive means small, poorly fitted or top-dose-only effect, or another doubt; inactive means no such curve, though single readings can be large; an effect the other way counts as inactive or inconclusive.

SMILES	BRCT inh green	Hsp90 Hop PPI	USP2a inh	BRCT inh red	HADH2 inh	Pol III holo inh	ALOX15 inhib	HBB splice mod	UbGFP stabilizer	GFP derepression	CRE Fsk mod
NC(=O)NC(CC(=O)OCC(=O)NC(=O)NCc1ccco1)c1ccc(Cl)cc1 (configuration not stated)	-0.6%	-2%	12%	0.3%	-4%	?	-2%	0.1%[57.5 µM]	-8%	0%	-11%
CCOC(=O)OCC1C=C[C@H](c2cc(-c3ccccc3)ccc2O)C(c2ccc(C(C)=O)cc2)O1 (some centres not stated)	-0.4%[15.4 µM]	.	.	1.9%[15.4 µM]	15%[11.4 µM]	.	-9%[11.4 µM]	1.3%[9.22 µM]	.	.	.
COc1ccc(N2CC(C)Cn3c2nc2c3c(=O)n(Cc3ccc(F)cc3)c(=O)n2C)c(OC)c1 (configuration not stated)	-0.9%	-5%	27%	1.9%	-7%	-5%	-3%	-4.1%[57.5 µM]	1%	0%	?
Cc1nn(CCc2nc(-c3ccco3)cs2)c2[nH]c(=O)cc(C(F)(F)F)c12	-1.5%	-1%	19%	-1.2%	1.6µM*	-3%	?	-0.2%[57.5 µM]	0%	1%	0.5µM*
c1ccc(-c2ccc(N3CCCC4(CCNCC4)C3)cc2)cc1	1.3%	?	131%[activator]	0.2%	?	-5%	-17%	-0.7%	-12%	0%[9.22 µM]	?
C[C@@H]1CC[C@H]2C(=O)N3[C@@H](CC[C@@H](C)[C@@H]3c3ccc(Br)cc3)C(=O)N2[C@@H]1c1ccc(Br)cc1	0.3%[15.4 µM]	.	.	0.4%[15.4 µM]	7%[11.4 µM]	.	?	1.2%[9.22 µM]	.	.	.
N#CCCN1CCN(S(=O)(=O)c2ccc(S(=O)(=O)NCc3ccccc3)cc2)CC1	-0.3%	-1%	.	0.2%	-3%	-4%	2%	0.2%	12%	0%	3%
OC[C@H](CCc1c[nH]c2ccccc12)c1c[nH]c2ccccc12	-1.3%[15.4 µM]	-11%[11 µM]	.	-0.9%[15.4 µM]	4%[11.4 µM]	1%[11.4 µM]	3.2µM*	0.5%[9.22 µM]	-4%[9.17 µM]	-1%[9.22 µM]	-16%[7.6 µM]
O=C(Nc1ccccc1Oc1ccccc1)C1CC1	-0.2%	-1%[11 µM]	-1%[7.66 µM]	0.3%	5%[11.4 µM]	2%[11.4 µM]	6%[11.4 µM]	-3.4%[0.0738 µM]	-8%[9.17 µM]	2%	5%[7.6 µM]
Cc1cnc(CNc2ncnc3ccc(-c4ccccc4C#N)cc23)cn1	-3.5%	1%	15%	1.0%	6%	10%	17%	-1.7%	2%	2%[9.22 µM]	10%
CC(=O)Nc1ccc(S(=O)(=O)N2CCSC2C(=O)O)cc1 (configuration not stated)	-0.7%	-2%	1%	-1.0%	7%	-2%	6%	-0.8%	6%	0%	4%
O=C(Nc1nc2ccccc2n1CCN1CCCCC1)c1ccco1	-0.3%	-9%	8%	-0.4%	4%	-3%	-4%	1.5%	-1%	-3%	-1%
Cc1cc(NC(=O)CN2CCC(O)(c3cccc(F)c3)CC2)no1	-2.9%	-3%	1%	-2.7%	7%	-2%	16%	.	1%	-3%	2%
COC(=O)Cc1cc(=O)[nH]c(Nc2nc3ccccc3o2)n1	-0.8%	-7%[11 µM]	51%[activator][7.66 µM]	-0.6%	3%[11.4 µM]	-6%[11.4 µM]	20%[11.4 µM]	-1.5%[0.0738 µM]	12%[9.17 µM]	0%	?
COc1ccc(C(=O)N(CN2CCCC2=O)c2nccs2)cc1OC	0.5%	-6%	?	-2.7%	-20%	5%	10%	-0.8%	-10%	9%	?
O=C(CC1COc2ccccc2O1)NC1CCCCC1 (configuration not stated)	-1.4%	-2%	6%	-0.1%	1%	0%	8%	-0.7%	-4%	0%	?
O=C(NC(=O)c1ccc(Cl)cc1)Nc1cc(N2CCCCC2)ncn1	-4.3%	-5%	-1%	-1.0%	5%	-3%	-14%	-0.8%	1%	0%	?
O=C(CSc1nnc(Cc2cccs2)n1-c1ccccc1)NCc1ccc2c(c1)OCO2	-0.7%	-3%	-6%	0.5%	1%	-2%	-7%	0.0%	8%	3%	-2%
COCCCNC(=O)Cn1cc(C(=O)C2CC2)c2ccccc21	-0.4%	-3%	-4%	0.3%	-5%	0%	-6%	.	-1%	-3%	3%
CCc1c(C)[nH]c2ccc(C)cc2c1=O	-0.1%	-4%	-12%	-1.4%	?	-6%	2%	0.3%	4%	0%	4%
O=C(Nc1ccc(Br)cc1)N1CCCCCCC1	-2.4%	-2%	-3%	-0.9%	-3%	2%	-5%	-0.5%	6%	4%	0%
CC(=O)NC(Cc1c[nH]c2ccccc12)C(=O)OCC(=O)Nc1ccc2c(c1)OCO2 (configuration not stated)	-1.5%	-7%	8%	0.0%	-3%	-5%	-9%	-0.9%	3%	-1%	-20%
O=C(Nc1nncs1)C1(c2ccccc2)CCCC1	0.2%	-5%	-8%	-0.4%	10%	-10%	1%	-0.9%	3%	0%	-6%
Cc1ncsc1CCSc1n[nH]c(=O)n1-c1ccccc1	2.4%	?	-3%	-1.2%	?	-8%	?	-0.6%	-4%	-3%	-2%
O=c1c2ccccc2nc2ccc(NCc3ccco3)nn12	-5.8%	-5%	1%	-12%	?	-8%	-28%	8.1%	-7%	12%	?
CCCNC(=O)CN(c1ccc(F)c(Cl)c1)S(C)(=O)=O	0.7%	0%	-6%	-0.7%	10%	0%	6%	-0.3%	9%	2%	3%
O=C(Cn1c(CN2CCCCC2)nc2ccccc2c1=O)NCc1ccco1	-0.9%	?	48%[activator]	-1.5%	1%	4%	10%	.	-1%	-2%	-8%
Cc1cccc(CNc2ccnc(-c3ccccc3Cl)n2)c1	-3.0%	8%	-3%	1.0%	5%	0%	-4%	-1.3%	-2%	2%[9.22 µM]	-14%
CCN1CCN(C(=O)CN(c2cc(OC)ccc2OC)S(C)(=O)=O)CC1	0.7%	-1%	7%	-1.1%	6%	-7%	2%	2.8%	6%	0%	?
c1ccc(-c2csc3nnc(SCc4ccc5c(c4)OCCO5)n23)cc1	-0.3%	-5%	7%	0.8%	-3%	3%	-9%	-0.4%	10%	-3%	?
Cc1nnc(NC(=O)NC(C)N2C(=O)C3C4C=CC(C4)C3C2=O)s1 (configuration not stated)	-1.7%	1%	6%	-0.6%	7%	-1%	5%	-0.6%	-8%	1%	4%
CCOC(=O)CCN1C(=O)[C@H]2[C@H]3[C@H](O)[C@H](O)C/C(=N/NC(=O)OCC)[C@@H]3CC[C@@H]2C1=O	1.8%[15.4 µM]	.	.	1.6%[15.4 µM]	-1%[11.4 µM]	.	-2%[11.4 µM]	0.9%[9.22 µM]	.	.	.
CCOC(=O)CN1C(=O)C2(OCCCO2)c2ccccc21	-1.5%	-5%	-6%	-0.4%	2%	-2%	9%	-1.6%[57.5 µM]	-3%	-3%	12%
Cc1ccc2c(C(=O)CN3CCCC3)c(C)[nH]c2c1	-1.5%	-5%	3%	0.2%	-5%	1%	?	3.1%[1.84 µM]	13%	2%	?
O=C1CC(N(Cc2ccc3c(c2)OCO3)C(=O)Nc2ccc(F)cc2)C(=O)N1c1ccccc1 (configuration not stated)	-1.9%	3%	8%	0.9%	11%	8%	-6%	0.5%	6%	0%	-25%
O=C(C1CC(=O)N(C2CCCC2)C1)N1CCC(Cc2ccccc2)CC1 (configuration not stated)	0.2%	3%	12%	1.0%	-3%	1%	-17%	-1.9%	-6%	10%	-5%
O=C(CN1C(=O)C2C3c4ccccc4C(c4ccccc43)C2C1=O)N1CCOCC1 (configuration not stated)	-3.3%	-2%	-5%	0.7%	4%	-6%	6%	-0.1%	-1%	6%	0%
Nc1ncnc(Nc2ccccc2C(F)(F)F)n1	1.0%	-2%	0%	-0.6%	9%	-4%	6%	1.5%	5%	-3%	2%

This is a subset; rates above refer to the full screens.
